# Coupling enz – counter-screen for Giardia aldolase inhibitors: coupling enzyme system; coupling enzyme system counterscreen, AmpLite Red fluorescence; activity change, negative = inhibition, % at 58.2 µM, hits read low; 290,000 compounds, 0.67% hits; in the data active = activity change below about -30%; note: % is set by controls: 0 for no effect and ±100 for the full control effect
#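 Counterscreen lacking aldolase: glyceraldehyde-3-phosphate coupling-enzyme reagent preincubated 10 min at RT with compound (at 57.5 uM final), then substrate/coupling system with AmpLite Red added; fluorescence read at 525/598 nm after 20 min RT.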
# CXXC DNA block – inhibitors of human MLL CXXC domain-DNA interaction | 290,000 compounds, 0.037% hits | MLL-CXXC / FITC-HOXA9 DNA fluorescence polarization | AID 2662 | Potency, µM (titrated, usually from 115 µM), for inactives: top-dose activity change, negative = inhibition, hits mostly inhibitors; active = well fitted inhibition curve with a large enough effect in the polarisation, with a control signal flat, not every such curve was filed as active; inconclusive = small, poorly fitted or top-dose-only effect, or effect the other way, or a change in a side signal; inactive = no such curve, though single readings can be large or run the other way; the % refers to the polarisation; note: potency is the fitted concentration of half-maximal effect
#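 Steps: dispense CXXC domain solution (7 uM) → pin compounds or unlabeled HOX-A9 DNA control → 5 min ambient → add FLSN-HOX-A9 solution (50 nM) → spin → 30 min ambient → fluorescence polarization. Tris pH 7.5/NaCl/DTT/BSA buffer.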
# TRPV1 ag – human TRPV1 agonism; 320,000 compounds, 0.19% hits; Q8NER1; AID 540275; TRPV1-expressing cells, Fluo-8 calcium influx, agonist mode; activation, % at 8.33 µM; in the data active = activation above about 80%; inconclusive = between about 30% and that limit; note: 0% is about no effect
# Target sequence (Q8NER1 whole entry, looked up): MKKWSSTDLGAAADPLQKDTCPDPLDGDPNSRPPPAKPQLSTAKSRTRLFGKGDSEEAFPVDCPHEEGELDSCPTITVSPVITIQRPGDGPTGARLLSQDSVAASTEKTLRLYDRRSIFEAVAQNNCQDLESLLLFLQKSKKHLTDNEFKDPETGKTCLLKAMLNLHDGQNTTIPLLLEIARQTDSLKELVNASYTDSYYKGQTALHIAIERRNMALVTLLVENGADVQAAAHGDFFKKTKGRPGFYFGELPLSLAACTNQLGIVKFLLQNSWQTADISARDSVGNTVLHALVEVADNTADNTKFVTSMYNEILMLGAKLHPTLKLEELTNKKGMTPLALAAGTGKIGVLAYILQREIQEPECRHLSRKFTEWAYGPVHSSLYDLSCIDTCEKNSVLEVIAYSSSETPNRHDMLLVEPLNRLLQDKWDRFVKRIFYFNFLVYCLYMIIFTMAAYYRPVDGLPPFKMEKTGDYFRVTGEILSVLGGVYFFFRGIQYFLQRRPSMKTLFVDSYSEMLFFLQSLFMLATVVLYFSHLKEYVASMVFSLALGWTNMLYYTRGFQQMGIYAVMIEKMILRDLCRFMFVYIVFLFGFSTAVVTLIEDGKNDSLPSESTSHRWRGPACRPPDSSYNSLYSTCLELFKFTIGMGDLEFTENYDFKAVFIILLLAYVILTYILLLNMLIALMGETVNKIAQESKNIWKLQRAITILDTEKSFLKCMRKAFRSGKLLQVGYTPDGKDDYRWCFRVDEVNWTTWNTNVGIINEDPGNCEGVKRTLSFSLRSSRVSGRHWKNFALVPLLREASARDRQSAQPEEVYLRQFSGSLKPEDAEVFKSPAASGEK
#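 TRPV1-expressing cells were cultured overnight at 35.5C and loaded with Fluo-8 calcium dye for 40 to 90 min at room temperature. After a 10 s baseline, compound was added and calcium influx was read kinetically for 3 min (ex 480/em 520 nm).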
# a7 integrin act – activates integrin-mediated alleviation for muscular dystrophy; alpha7betagal myoblasts, beta-gal FDG fluorescence, 48 h; Potency, µM (top dose mostly 38.3 µM), inactives show top-dose activation, usual class: activators; 350,000 compounds, 0.064% hits; AID 624291;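 note: potency is the fitted concentration of half-maximal effect; 100% = response of the positive control SU9516; nearly all actives have a fitted effect of over 60% in size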
#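 alpha7betagal+/- myoblasts (passage 13, 250/well) treated 48 h at 37C with compounds at 1:260 dilution of DMSO stock. Lysed, then beta-galactosidase activity read as FDG fluorescence (ex 480/em 540) after 30 min, with pre-read for autofluorescence.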
# KCNH2 3.1 inh – inhibitors of human KCNH2 3.1 potassium channel isoform | U2OS KCNH2 3.1, thallium flux FluxOr; active compounds read low | 340,000 compounds, 0.95% hits | AID 720553 | activity change, % (tested at about 1.8 µM);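 active = maximum activity change below -70%; inconclusive = maximum activity change from -70% to -50%; inactive = maximum activity change above -50%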;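 note: thallium influx rate constant from kinetic fluorescence after stimulation buffer; % is set by controls: 0 for no effect and ±100 for the full control effect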
#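 Normalized rate constant (relative to positive and negative DMSO controls) derived from a 2 min kinetic fluorescence read after stimulation; U2OS cells expressing the 3.1 isoform via virus at 1.77 x 10^8 /mL.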
# MBNL1 CUG block – blocks human MBNL1 binding to CUG repeat RNA | TR-FRET MBNL1-His/biotin-(CUG)12 binding, 665/545 ratio | 280,000 compounds, 0.036% hits | Q9NR56 | AID 2675 | Potency, µM (series often up to 57.5 µM), inactives show at the top dose activity change, negative = inhibition, most hits filed as inhibitors; active = well fitted inhibition curve with a large enough effect in the signal ratio, with a control signal flat, not every such curve was filed as active; inconclusive = small, poorly fitted or top-dose-only effect, or effect the other way, or a change in a side signal; inactive = no such curve, though single readings can be large or run the other way; the % refers to the signal ratio; note: potency is the fitted concentration of half-maximal effect; % is set by controls: 0 for no effect and ±100 for the full control effect
#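 Compound titration spanned 92 nM–58 uM against the MBNL1-His/biotin-(CUG)12 complex. After 60 min at room temperature with 5 nM streptavidin-XL665 and 0.055 ng/ul terbium anti-His, ratiometric 665/545 nm emission (Ex 340 nm) normalized to controls.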
# KCNH2 WT inh – blocks the wildtype human KCNH2 potassium channel; Q12809; U2OS, BacMam KCNH2, thallium flux FluxOr; active compounds read low; activity change, % at 1.84 µM; 340,000 compounds, 0.37% hits;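 active = maximum activity change below -70%; inconclusive = maximum activity change between -70% and -50%; inactive = maximum activity change above -50%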; note: % is set by controls: 0 for no effect and ±100 for the full control effect
#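 U2OS cells were transduced with wild-type KCNH2 virus (2.03 x 10^8 / mL) for 4 h at room temperature, then cultured overnight at 37 C. Thallium flux was read with FluxOr dye. Rate constants were normalized to DMSO controls.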
# AT treatment – potential ataxia-telangiectasia treatments restoring KAP-1 phosphorylation; […] A-T fibroblasts, KAP-1 phosphorylation AlphaLISA; neocarzinostatin DNA damage 30 min before lysis; Potency, µM (doses to about 57.5 µM), for the others: top-dose activation, actives largely listed as activators; 320,000 compounds, 0.19% hits; note: potency is the fitted concentration of half-maximal effect; % of control where 0% means no effect; nearly all actives have a fitted effect of over 45% in size
#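 hTERT-immortalized A-T patient fibroblasts ([…]), 500 cells/well in OPTI-MEM, 1% FBS, got compounds for 60 min, then NCS for 30 min at 37C. Lysates were then assayed for phospho-KAP-1 by AlphaLISA (anti-pKAP1 donor, anti-KAP1 acceptor beads), 6 hr at 25C.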
# S-ASM inh – inhibitors of human secretory acid sphingomyelinase; 340,000 compounds, 0.006% hits; Potency, µM (top dose mostly 57.5 µM), inactives show top-dose activity change, negative = inhibition, actives largely listed as inhibitors; placental ASM, HMU-PC fluorogenic substrate, 60 min; P17405; note: potency is the fitted concentration of half-maximal effect
#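 Human placenta-derived ASM enzyme was preincubated with compound for 10 minutes at room temperature, then given fluorogenic substrate HMU-PC0 (9 uM final) for 60 minutes at 37 °C; a pH 10 stop preceded fluorescence reading at Ex 386/Em 447 nm.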
# GALK inh – galactokinase (human) inhibition; P51570; Purified GALK, Kinase-Glo residual ATP luminescence; Potency, µM (highest dose often 57.5 µM), for the others: top-dose activity change, negative = inhibition, usual class: inhibitors; 270,000 compounds, 0.007% hits; AID 1868; note: potency is the fitted concentration of half-maximal effect; % is set by controls: 0 for no effect and ±100 for the full control effect
#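 Quantitative HTS: GALK 5 nM, ATP 35 uM, galactose 100 uM, 1 h room temperature, then luciferase-based ATP detection.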
# Numbers without * were called inactive; ? = inconclusive; · = not tested or not shown; & = joins results of further samples; [ ] = dose if it differs, or a comment. Unless noted, calls come from the whole dose curve; as a rule, active = well fitted curve in the direction sought with a large enough effect; inconclusive = small, poorly fitted or top-dose-only effect, or another doubt; inactive = no such curve, though single readings can be large; an effect the other way counts as inactive or inconclusive. Hits appear at their usual frequency. Share with any hit: about 2%.
SMILES,Coupling enz,CXXC DNA block,TRPV1 ag,a7 integrin act,KCNH2 3.1 inh,MBNL1 CUG block,KCNH2 WT inh,AT treatment,S-ASM inh,GALK inh
CCN(CC)C(=O)CC(c1ccc(OC)cc1)c1c(O)cc(OC)cc1OC (configuration not stated),0&0,20%,1,2%,-38,0%,-4,-16%,5%,0%
Cc1ccc(CC(=O)O/N=C(\N)c2ccccn2)cc1,·,1%,15,?,1,-9%,11,8%,3%,-2%
C=CCOC(=O)C1=C[C@H](c2ccc(Br)cc2)C[C@H](OCc2ccc(CO)cc2)O1,·,·,·,25%,-4,·,6,·,-1%,·
CCn1cc(C(=O)Nc2ccc(C)cc2C)c(=O)c2ccc(C)nc21,-2,-13%,-1,·,·,10%,·,1%,·,-1%
O=C(COC(=O)c1ccc[n+]([O-])c1)Nc1ccc(Cl)cc1[N+](=O)[O-],·,·,3,-6%,13,·,-5,-1%,0%,·
CC(=O)Nc1ccc(C(=O)COC(=O)c2cc(C)oc2C)c(F)c1,·,·,·,-3%,-13,·,11,5%,?,·
CN(C)CCC(=O)c1ccc(Cl)cc1,4,81%[activator],0,-18%,-2,-15%,-5,·,-5%,1%
CC1CCC(C(C)C)C(OC(=O)CSc2nccc(=O)[nH]2)C1 (configuration not stated),9,1%,-6,0%,1,-9%,-20,·,-1%,2%
O=C(NC(=S)N1CCN(Cc2ccccc2)CC1)c1ccccc1,-1,-2%,27,-1%,-10,-11%,-20,4%,7%,2%
CS(=O)(=O)N(CC(=O)NCCSC1CCCCC1)c1cccc(F)c1,3,-1%,5,-8%,-9,-4%,-5,-9%,3%,3%
CCOc1cc2[nH]c(=O)n(CCCN3CCN(c4ccc(OC)cc4)CC3)c(=O)c2cc1OCC,1,2%,-6,20%,-10,-10%,7,2%,-2%,11%
COc1cc(OC)cc(-c2c(-c3cccs3)c3cc(-c4ccc(C(N)=O)cc4)ccc3n2C)c1,·,·,·,1%,-28,·,1,-6%,26%,·
FC(F)(F)c1cccc(N2CCN(Cc3ccoc3)CC2)c1,-4,-1%,8,20%[7.66 µM],-20,-6%,5,-3%,1%,-3%
CCOC(=O)c1ccc(NC(=O)CCc2nc(-c3ccc(C)cc3)no2)cc1,-4,4%,-6,-34%,-11,1%,4,3%,-11%,-4%
Cc1cc(C)c(NC(=O)COC(=O)C23CC4CC(CC(O)(C4)C2)C3)c(Cl)c1,·,·,·,-7%,-12,·,-6,2%,4%,·
CCOc1ccc(NC(=O)c2ccc(CNc3c(NC4CCCCC4)c(=O)c3=O)cc2)cc1,2,22%,2,26%,3,6%,0,7%,-2%,5%
CN(C)c1ncc(S(=O)(=O)c2ccccc2)c(=O)[nH]1,0,1%,0,26%,21,-4%,3,0%,4%,-3%
Cc1ccc(C2C(C#N)=C(N)Oc3c2oc(CO)cc3=O)o1 (configuration not stated),-38*,-4%,-2,5%,4,?,1,-12%,2%,6%
CC(=O)c1c(C(C)=O)c(C)n(-c2nc(-c3ccc(C)c(C)c3)c(C)s2)c1C,0,6%,6,-10%,-4,-2%,-5,-3%,-14%,-1%
Cc1cc(C)nc(NCc2ccc(Cl)cc2)n1,1,6%,-2,14%,17,-5%,2,6%,6%,-4%
O=C(OCc1cc2ccccc2[nH]c1=O)c1ccccc1,2,4%,-2,2%,5,14%,-7,1%,-1%,6%
C/C(=N\N1CCN(C2c3ccccc3-c3ccccc32)CC1)c1ccncc1,·,2%,-6,-3%,-3,-14%,-4,0%,-2%,-1%
COC(=O)c1ccc(C(=O)OC)c(NC(=S)N2CCCCC2)c1,7,-5%,22,-1%,-4,-10%,4,5%,61%[activator],7%
CCN(CC)S(=O)(=O)c1ccc(Cl)c(C(=O)Nc2nnc(C)s2)c1,5,-8%,1,8%[7.66 µM],6,5%,9,6%,3%,1%
Brc1cccc(CNc2nc3ccccc3n2CCN2CCOCC2)c1,1,-10%,3,5%,3,-10%,7,-1%,-2%,3%
CCOc1ccc(C(=O)N2CCN(c3cnn(-c4ccccc4)c(=O)c3Cl)CC2)cc1,0,-11%,0,-10%,?,16%,15,10%,4%,-1%
COc1ccccc1OC(C)C(=O)N1CCN(Cc2ccc3c(c2)OCO3)CC1 (configuration not stated),3,1%,-1,5%,-11,1%,0,2%,1%,-2%
CC(C)[C@H](NC(=O)[C@H](CC(=O)O)NC(=O)[C@H](CCCCN)NC(=O)[C@@H](N)CCCN=C(N)N)C(=O)N[C@@H](Cc1ccc(O)cc1)C(=O)O,0,0%,0,·,·,-26%,·,-10%,·,·
Cc1ccc(CNC(=O)C2CC(c3ccccc3[N+](=O)[O-])=NO2)o1 (configuration not stated),2,-1%,-1,0%,-5,18%,-1,-1%,1%,3%
COCCn1nnnc1C(C(C)C)N1CCOCC1 (configuration not stated),7,2%,6,16%,3,3%,-10,11%,0%,3%
Cc1nn(CC(=O)NCCc2cccs2)c(=O)c2nn(-c3ccccc3)c(C)c12,1,69%[activator],2,?,1,3%,-1,2%,0%,-7%
O=C(NCCCN1CCOCC1)c1cc2cc(Br)ccc2oc1=O,6,2%,0,3%,?,?,-20,-3%,-4%,0%
Cc1ccc(NC(=O)Nc2cc(S(=O)(=O)N(C)C)ccc2C)cc1,-9,8%,-2,15%,-2,-6%,-1,6%,-4%,8%
Nc1nc2ccc(O)cc2s1,3,7%,2,-25%,6,-2%,3,0%,4%,1%
O=c1ccc(NS(=O)(=O)c2ccc(Cl)cc2)cn1Cc1ccc(Cl)c(Cl)c1,5,11%,2,33%,-1,-3%,0,1%,-14%,0%
O=C(NCc1ccc2c(c1)OCO2)C(=O)NCC1OCCN1S(=O)(=O)c1ccc(F)cc1 (configuration not stated),·,0%,-3,18%,7,3%,29,-1%,-1%,0%
CCOC(=O)C1C(=O)OC(C)(C)C1C(C)C(=O)c1ccc(OC)cc1 (configuration not stated),5,-3%,5,15%,-1,1%,3,16%,2%,-2%
COC(=O)c1c(NC(=O)CCC(=O)O)sc(Cc2ccccc2)c1C,11,-15%,1,-41%,4,2%,23,-3%,3%,1%
COc1cc(-c2[nH]ncc2CN2CCSCC2)cc(OC)c1OC,-1,-4%,-1,4%,-2,-10%,-12,-5%,8%,0%
O=C(COC(=O)C1CCC1)Nc1ncc(Cl)cc1Cl,·,·,-2,-1%,-21,·,-9,9%,3%,·
CC(C)=CCOc1ccc2ccc(=O)oc2c1,4,2%,6,-21%,-7,5%,-5,15%,16%,-2%
c1ccc(Oc2ncnc3sccc23)cc1,2,3%,-2,-1%,-6,·,-15,3%,-3%,0%
COCCCNC(=S)NC(=O)c1ccc(C)cc1,1,1%,11,11%,-2,-6%,12,2%,1%,1%
CCn1cc(C(=O)Nc2ccccc2)c(=O)c2ccc(C)nc21,0,-16%,1,·,·,0%,·,10%,·,6%
CC1(C)CC(=O)/C(=C(\O)c2ccccc2)C(=NCCc2ccccc2)C1,1,2%,13,40%,8,6%,5,-3%,0%,0%
Cc1cc(=O)oc2c(C)c(OC(C)C(=O)NCC3CCC(C(=O)O)CC3)ccc12 (configuration not stated),-3,-10%,1,-11%,17,11%,-6,3%,1%,·
CCOC(=O)c1cc2[nH]c3ccccc3c2[n+](-c2ccc([N+](=O)[O-])cc2)c1C,-2,0%,0,-21%,-49,?,-9,7%,-4%,·
CCC(=O)c1ccc(OCC(=O)Nc2nn3cnnc3s2)cc1,23,4%,3,14%,5,-2%,0,0%,1%,4%
Cc1nc(SCC(=O)N2CCOCC2)c2c(=O)n(C)c(=O)n(C)c2n1,3,-24%,0,8%,0,-2%,-7,-9%,-1%,-1%
COc1ccc(-c2cn(Cc3ccc4ccccc4c3)nn2)cc1,-3,-1%,6,5%,-4,-9%,-9,6%,-14%,·
COc1cccc(NC(=O)CCS(=O)(=O)c2ccc(Br)cc2)c1,-3,3%,6,1%,-20,2%,-8,-2%,-3%,1%
Cc1ccc2occ(-c3nn[nH]n3)c(=O)c2c1,3,4%,1,7%,21,-10%,-5,-11%,6%,0%
Cc1cc(CNC(=O)C2CCC(=O)N(CCc3cccc(F)c3)C2)nn1C (configuration not stated),·,-11%,-1,-4%,3,-2%,-5,6%,-4%,-4%

# Screening results (PubChem)
